PME-1 inh: PME-1 inhibitors via competitive probe labeling, primary screen, biochemical, fluorescence polarization, FP-Rh probe, HTS. Protein phosphatase methylesterase 1 (Homo sapiens), Q9Y570. recombinant PME-1. inhibition, % at 5.9 µM. actives 0.53% (n = 320,000);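 active means inhibition above the campaign mean of all compounds plus 3 SD, cut at about 26% in these data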;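 further: competitive labeling of PME-1 active site by serine hydrolase directed probe; 0% = PME-1 with DMSO and 100% = wells lacking PME-1 enzyme; inhibitors block probe labeling so polarization falls and inhibition rises; many of its hits are not listed in these tables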
GSTO1 counter: inhibitors of recombinant GSTO1, primary screen, counter-screen for RBBP9 inhibitor project, biochemical, fluorescence polarization; Glutathione S-transferase omega-1 (Homo sapiens), P78417; activity-based probe fluorescence polarization; inhibition, % at 5.96 µM; actives 1.1% (n = 300,000);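 active means inhibition above the campaign mean inhibition plus 3 SD, cut at about 35% in these data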;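 further: 0% = GSTO1-1 with DMSO and 100% = wells lacking GSTO1-1 enzyme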
MEX-5 binding: MEX-5 zinc finger RNA-binding disruptors – biochemical, C. elegans, fluorescence polarization, MLPCN library, primary screen | activity score (negative = inhibition of binding), % at 10 µM | MEX-5/FITC-TCR2 RNA binding; stronger effect = lower value | actives 0.38% (n = 300,000) | Zinc finger protein mex-5 (Caenorhabditis elegans), Q9XUB2;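 active means inhibition past about -25% in most replicates, and total fluorescence under double the plate's negative control median, limit read from the data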;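 further: 0% = DMSO and -100% = 5 µM competing unlabeled TCR2 RNA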
TPT1 inh: Candida albicans TPT1 enzyme inhibitors, primary screen, biochemical, fluorescence polarization. actives 0.81% (n = 300,000). inhibition, % at 5 µM. recombinant caTPT1, FP RNA substrate dephosphorylation. tRNA 2'-phosphotransferase TPT1 (Candida albicans SC5314);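 active means inhibition above the mean of all tested compounds plus 3 SD, set per screening campaign, cut at about 24% in these data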;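 further: plate controls were DMSO alone for no effect and ferristatin control at 100 nM for full effect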
BCLXL inh: inhibitors of human Bcl-xL, primary screen, biochemical, fluorescence polarization, HTS | AID 2129, 2009 | Bcl-2-like protein 1 (Homo sapiens), Q07817 | GST-Bcl-xL / FITC-Bim BH3 peptide fluorescence polarization | actives 0.7% (n = 320,000) | inhibition, % at 10.9 µM;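 active means inhibition above the mean of all tested compounds plus 3 SD, cutoff set per campaign, cut at about 30% in these data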;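 further: 0% = DMSO wells and 100% = unlabeled Bim-BH3 peptide competitor; inhibitors lower millipolarization by displacing the labeled peptide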
GLD-1 RNA inh: GLD-1/TGE RNA complex disruptors, primary screen, biochemical, fluorescence polarization. actives 0.44% (n = 320,000). purified GLD-1 + fluorescein TGE RNA. inhibition, % at 5.96 µM. Female germline-specific tumor suppressor gld-1 (Caenorhabditis elegans), Q17339. AID 2280, 2010;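 active means percent inhibition above a per-plate cutoff, the plate mean of test compounds plus 3 SD, cut at about 30% in these data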;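 further: 0% = DMSO wells with GLD-1 and probe and 100% = wells lacking GLD-1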
Target sequence (Q17339 whole entry, looked up): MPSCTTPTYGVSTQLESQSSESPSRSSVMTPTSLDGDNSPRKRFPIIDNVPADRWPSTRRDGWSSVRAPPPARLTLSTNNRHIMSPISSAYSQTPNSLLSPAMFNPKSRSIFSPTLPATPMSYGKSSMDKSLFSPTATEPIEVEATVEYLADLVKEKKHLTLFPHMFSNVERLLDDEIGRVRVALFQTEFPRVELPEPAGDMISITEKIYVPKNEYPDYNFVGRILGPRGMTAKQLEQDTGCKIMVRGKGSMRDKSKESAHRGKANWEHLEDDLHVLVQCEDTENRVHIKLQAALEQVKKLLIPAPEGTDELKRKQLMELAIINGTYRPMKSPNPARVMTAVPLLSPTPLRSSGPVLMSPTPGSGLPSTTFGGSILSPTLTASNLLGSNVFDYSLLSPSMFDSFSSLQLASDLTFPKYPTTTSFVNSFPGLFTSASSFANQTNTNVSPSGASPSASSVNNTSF
MCL1-BIM inh: inhibitors of MCL1 binding to BIM-BH3, primary screen, biochemical, fluorescence polarization | GST-MCL1 / FITC-Bim-BH3 fluorescence polarization | inhibition, % at 10.9 µM | actives 0.68% (n = 320,000) | AID 2057, 2009;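 active means inhibition above the mean inhibition of all tested compounds plus 3 SD, set per campaign, cut at about 40% in these data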;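 further: 0% = DMSO wells and 100% = unlabeled Bim-BH3 peptide control; higher means more loss of mP so more displacement of Bim peptide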
PAD4 inh: human PAD4 inhibitors, primary screen, biochemical, fluorescence polarization, 1536-well format; Protein-arginine deiminase type-4 (Homo sapiens), Q9UM07; recombinant PAD4, RCA probe fluorescence polarization; inhibition, % at 6.36 µM; actives 0.41% (n = 330,000); AID 485272, 2010;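 active means percent inhibition above a cutoff equal to the mean of all tested compounds plus 3 SD, cut at about 15% in these data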;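 further: 0% = PAD4 with RCA probe and DMSO and 100% = probe without PAD4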
Target sequence (Q9UM07 whole entry, looked up): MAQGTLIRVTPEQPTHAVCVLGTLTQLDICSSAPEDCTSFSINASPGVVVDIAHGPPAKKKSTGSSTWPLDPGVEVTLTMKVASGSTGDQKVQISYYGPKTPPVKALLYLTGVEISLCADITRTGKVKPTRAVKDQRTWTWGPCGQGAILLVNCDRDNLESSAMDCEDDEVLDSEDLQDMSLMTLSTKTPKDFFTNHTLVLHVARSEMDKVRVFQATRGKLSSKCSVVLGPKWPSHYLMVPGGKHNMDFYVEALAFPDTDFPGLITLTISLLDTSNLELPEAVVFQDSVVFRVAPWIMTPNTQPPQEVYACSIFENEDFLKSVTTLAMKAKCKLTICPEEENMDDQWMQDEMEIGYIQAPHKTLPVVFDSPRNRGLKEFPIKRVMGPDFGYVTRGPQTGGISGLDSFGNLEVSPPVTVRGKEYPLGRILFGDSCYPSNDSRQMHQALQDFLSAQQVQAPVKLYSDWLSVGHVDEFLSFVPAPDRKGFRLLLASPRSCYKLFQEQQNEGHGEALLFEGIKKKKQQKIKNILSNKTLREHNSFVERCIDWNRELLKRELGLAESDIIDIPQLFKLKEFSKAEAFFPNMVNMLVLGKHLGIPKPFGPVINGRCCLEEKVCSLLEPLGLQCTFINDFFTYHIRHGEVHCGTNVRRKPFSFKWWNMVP
Fam108B inh: mouse Fam108B serine hydrolase inhibitors, primary screen, counter-screen for RBBP9 inhibitor project, biochemical, fluorescence polarization. recombinant Fam108B, FP-Rh probe fluorescence polarization. inhibition, % at 9.51 µM. actives 0.33% (n = 300,000). AID 1947, 2009;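 active means inhibition above the screen mean inhibition plus 3 SD, computed separately per campaign, cut at about 18% in these data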;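 further: inhibitors lower polarization as less probe binds the enzyme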
* = called active by the depositor; . = no result given.

SMILES	PME-1 inh	GSTO1 counter	MEX-5 binding	TPT1 inh	BCLXL inh	GLD-1 RNA inh	MCL1-BIM inh	PAD4 inh	Fam108B inh
CCOC(=O)C1CCN(C(=O)CSc2cc(=O)n(C)c3ccccc23)CC1	0	7	-1.9	-4	3	5	4	2	1
CCOC(=O)N1CCN(S(=O)(=O)c2ccc(Br)s2)CC1	8	3	-1.3	7	-2	1	5	-2	-2
CC1=C(C(=O)Nc2cccc(C(=O)NCc3ccccc3C)c2)SCCO1	1	5	1.8	-5	0	-12	1	-3	6
CCc1cc2c(=O)c(-c3ccc4c(c3)OCCO4)coc2c(CN2CCCCC2C)c1O (stereo not drawn)	-4	12	2.3	1	5	2	5	-3	-3
Cc1n[nH]c(=O)c2c(NC(=O)COC(=O)c3cccc(OC(F)F)c3)oc(C)c12	-2	-4	-1.1	-5	-9	-12	-12	-10	-5
O=C(CCCNC(=O)c1ccc(Cl)cc1)Nc1ccccc1F	-4	-1	-0.2	0	1	8	-4	-3	0
Cc1c(C(=O)c2cccc([N+](=O)[O-])c2)c2ccccn2c1CCC#N	-6	-1	-0.4	0	4	3	4	-7	0
CC1(C(=O)Nc2c(F)c(F)c(F)c(F)c2F)CC1(Br)Br (stereo not drawn)	0	-9	-2.8	1	6	1	2	3	1
COc1ccc(C(O)(CCN2CCCCC2)C2CCCCC2)cc1 (stereo not drawn)	-2	5	-0.5	1	3	7	13	3	0
Cc1nnc(NC(=O)c2ccc(-c3ccc(Cl)cc3)o2)s1	-4	0	-1.2	3	1	4	-3	-1	-3
COC(=O)c1ccc(N2CCN(S(=O)(=O)c3ccccc3)CC2)c([N+](=O)[O-])c1	13	-3	-1.3	2	0	6	-4	-2	-1
Cc1cc(C)n(-c2nc(SCCN(C)C)c3c4c(sc3n2)CCCC4)n1	1	-16	3.0	1	5	5	6	-1	-1
Cc1ccc(NC(=O)CSc2nc(=O)n(CCCN(C)C)c3c2CCC3)c(C)c1	2	-5	-1.9	0	8	-5	8	-2	1
COc1ccc(OC)c(NC(=O)CN(C)CCOc2ccc(Br)cc2)c1	1	-6	6.7	0	0	4	-20	-6	1
CCCc1cc(=O)n2[nH]c(CCc3ccccc3)nc2n1	2	-6	1.9	-4	8	-9	4	1	4
O=C(Nc1ccc(Br)cn1)c1cccc2c1-c1ccccc1C2=O	-2	5	-1.5	6	1	5	-7	0	-9
CN(C)CC(O)COC(c1ccc(Cl)cc1)c1ccc(Cl)cc1 (stereo not drawn)	2	5	1.2	-8	3	-4	2	13	-4
Brc1ccc(-c2csc(N/N=C/c3ccco3)n2)cc1	6	4	2.2	1	-1	-1	-3	-3	-1
CCOc1cc(/C=N/Nc2ncc(C)c(=O)[nH]2)ccc1O	-2	-4	-5.2	-2	-12	-4	-4	2	-2
CCOC(=O)C1C(=O)C=C(c2cccs2)CC1c1ccccc1 (stereo not drawn)	2	-2	2.1	-3	4	8	4	-2	3
COc1ccccc1/C=C/CN1CCN(c2ccccc2)CC1	-2	0	0.8	-1	5	2	-4	-1	-2
O=c1[nH]c(=O)n(CCO)c2nnn(Cc3ccccc3)c12	3	6	-1.0	-2	1	5	-3	2	-4
Cc1ccc(SCC(=O)Nc2cccc(NC(=O)c3ccco3)c2)cc1	-1	-7	0.7	1	-2	2	-2	4	-2
Cc1ccc(S(=O)(=O)c2ccc([N+](=O)[O-])cn2)cc1	3	7	-1.3	1	3	0	3	7	0
Cc1ccc2[nH]c(=O)c3cc(C(=O)N(CCCOC(C)C)Cc4ccco4)sc3c2c1	-12	-1	0.4	3	2	0	-3	1	-1

Next section.
SMILES	PME-1 inh	GSTO1 counter	MEX-5 binding	TPT1 inh	BCLXL inh	GLD-1 RNA inh	MCL1-BIM inh	PAD4 inh	Fam108B inh
CCN(CC)C(=O)C1CCN(Cc2ccc(Br)cc2)CC1	6	0	-1.9	0	3	-4	3	5	1
Cc1cc(OCc2nc(-c3cccs3)no2)cc(C)c1Cl	-8	-3	-5.4	1	1	-1	-2	3	-4
O=C(C1=C(O)C(=O)N(Cc2ccccc2)C1c1ccco1)c1ccco1 (stereo not drawn)	4	3	0.4	-2	7	7	5	-5	-1
Nc1cc([N+](=O)[O-])ccc1Nc1ccccc1	-1	2	-1.1	10	-33	-19	-62	0	0
CCC(CO)Oc1cc(NC(=O)c2ccccc2)c2ncn(C(C)C)c2c1 (stereo not drawn)	-4	.	.	.	1	-3	2	0	.
COc1ccc(N2CC(C(=O)N3CCN(Cc4ccc5c(c4)OCO5)CC3)CC2=O)cc1 (stereo not drawn)	0	-3	1.5	-6	8	-5	1	5	4
COc1cc(OC)c(C2C(C(=O)Nc3ccccc3)=C(C)Nc3ncnn32)cc1OC (stereo not drawn)	-7	-1	1.3	-2	2	3	3	-9	3
CCOc1ccc2[nH]c(C)c(CN3CCCCC3)c(=O)c2c1	-3	-1	1.5	-2	0	8	-1	-2	5
O=C(COc1ccccc1)N=C1SC2CS(=O)(=O)CC2N1c1ccccc1 (stereo not drawn)	-2	-7	-2.8	-1	1	9	7	2	6
Cc1ccc(Cl)cc1NC(=O)C(Cc1ccccc1)N1C(=O)C2C3CCC(C3)C2C1=O (stereo not drawn)	-2	-7	-0.7	0	2	3	2	-4	0
CCS(=O)(=O)N1Cc2ccccc2CC1C(=O)Nc1cccc(S(=O)(=O)N(C)C)c1 (stereo not drawn)	12	-11	-0.1	-2	-5	-1	-3	2	-4
O=C(Nc1ccc2ccccc2c1)c1ccc(NS(=O)(=O)c2ccc(Br)s2)cc1	-5	-11	3.3	2	-4	6	-6	3	7
CC1(OC(=O)C2CCCC2)C(=O)C=C2C=C(c3ccsc3)N(C3CCCCC3)C=C2C1=O (stereo not drawn)	1	43*	-2.5	-2	30*	24	23	-5	12
CC(C)Cn1c(N)c(C(=O)COC(=O)c2cnc(Cl)c(Cl)c2)c(=O)n(C)c1=O	1	-8	-0.2	-1	2	2	7	-7	-2
CC(C)N=c1scc(-c2ccco2)n1/N=C/c1ccc(O)c(O)c1	-7	27	.	1	4	2	27	-1	2
O=C(O)c1ccc(N2C(=O)c3cccnc3C2=O)cc1	4	9	-1.1	1	-9	-3	-7	-2	-6
c1ccc(CC2CNc3ccccc3CN2)cc1 (stereo not drawn)	-7	3	-2.4	4	-4	-13	0	-11	-7
CCC(C)NS(=O)(=O)c1cccs1 (stereo not drawn)	-4	-9	1.0	-3	1	1	4	-3	-2
Cc1ccc(NC2CCCN(C(=O)CCC3(C)CC3)C2)cc1C (stereo not drawn)	3	8	2.0	-3	4	3	5	2	2
CCOC(=O)NC(=S)c1ccc[nH]1	-3	-2	-0.1	2	6	3	7	-2	2
O=C1CCCN1CCCNC(=S)Nc1ccccc1Cl	1	-1	0.1	1	2	0	1	3	6
CCCCCCn1c(Br)nc2c1c(=O)n(C)c(=O)n2C	-1	13	2.0	-3	6	-6	10	1	7
COc1ccccc1-n1c(CNC(=O)c2ccccc2)nnc1SCC(=O)Nc1nnc(C)s1	-6	-2	.	0	-2	2	0	-3	8
O=C(Nc1ccc(-c2cscn2)cc1)C1CCCN(Cc2ccccc2)C1 (stereo not drawn)	-11	5	-8.5	5	5	-10	-3	-10	-8
COc1ccc(CNCC(O)(c2ccccc2)c2ccccc2)cc1	-2	-2	0.3	-1	1	0	0	-1	1

Next part
SMILES	PME-1 inh	GSTO1 counter	MEX-5 binding	TPT1 inh	BCLXL inh	GLD-1 RNA inh	MCL1-BIM inh	PAD4 inh	Fam108B inh
O=C(NC1CCC(NC(=O)C(F)(F)C(F)F)CC1)C(F)(F)C(F)F (stereo not drawn)	-2	2	-0.1	1	0	-3	2	0	1
CCOc1cc(CNS(=O)(=O)c2ccc3c(c2)CC(=O)N3C)cc(OCC)c1OCC	-3	-1	0.3	2	1	0	8	-2	1
Cc1cc(NC(=O)Nc2ccc(Cl)c(Cl)c2)n(-c2ccccc2)n1	-2	-14	0.3	3	1	1	-2	-1	-4
CN1C(=O)/C(=C/c2ccc(C(F)(F)F)cc2)Sc2ccc(C(=O)N3CCN(c4ccccn4)CC3)cc21	-3	-2	-0.9	0	1	4	1	2	-4
Cc1cccc(C)c1NC(=O)CSCCO	0	-7	1.3	1	3	-2	-4	2	-2
CCC(CC)NC(=O)COC(=O)c1cc(Br)ccc1Cl	1	3	0.7	-1	-1	4	-4	0	-3
CC(=O)N(CCc1cccc(C)c1)Cc1cc2cc(C)ccc2[nH]c1=O	-1	7	2.3	0	3	2	7	-8	1
COc1cc(NS(=O)(=O)c2ccc(NC(=O)CN3C(=O)c4ccccc4C3=O)cc2)ncn1	8	8	0.6	0	3	2	0	2	-1
COc1ccc(C(=O)N2CCCCC2C(=O)Nc2ccc(-n3nc(C)cc3C)cc2)o1 (stereo not drawn)	-7	5	1.7	-1	4	1	0	1	3
O=C(C1CCN(S(=O)(=O)c2cccs2)CC1)N1CCCCCC1	11	7	-0.1	-2	0	2	1	1	0
CCNC(=S)Nc1cc(OC)c(NC(=O)c2ccco2)cc1OC	0	-3	0.5	-1	-1	5	2	-3	3
CCCn1c2ccccc2c2nnc(SCC(=O)Nc3ncccn3)nc21	0	-7	-2.1	1	2	0	-3	4	7
COc1ccc(N2CC(O)=C(c3nc(-c4ccc(F)cc4)cs3)C2=N)cc1	1	7	0.1	0	3	1	0	-4	2
Cc1cc(NC(=O)CCOc2ccccc2)no1	-4	2	-0.9	-1	8	4	9	6	0
CC1(c2cc(C(F)(F)F)n3nc(C(=O)O)cc3n2)CC1	-3	7	0.3	2	2	-3	-2	8	2
C/C(=N\O)C1(C)N(O)C(C)(C)C(c2ccc(Br)cc2)=[N+]1[O-] (stereo not drawn)	-3	1	0.8	-2	-1	-6	0	-2	-2
COc1ccc(C(=O)NNC(=O)CCC(=O)Nc2ccc(C)cc2C)cc1	-3	3	-1.3	-2	8	7	2	0	2
O=C(CN1C(=O)NC2(CCCCCC2)C1=O)c1cccs1	-3	.	.	.	-1	7	-3	-2	.
CC(C)(C)C(=O)OCc1cn(-c2ccccc2)nn1	2	3	0.6	-5	2	1	7	-1	-2
Cc1cccc(Nc2c([N+](=O)[O-])ccc3nonc23)c1	7	2	-0.5	1	5	-2	2	0	2
CCN(CC)S(=O)(=O)c1ccc(NC(=O)CCNC(=O)c2ccco2)cc1	2	3	1.6	0	2	0	-11	-6	3
CCOC(=O)C1CCN(C(=O)COC(=O)CNC(=O)c2ccc(OC)cc2)CC1	0	6	0.1	2	4	-4	-3	0	-6

Single values from the list:
TPT1 inh with CN1C(=O)/C(=C/c2ccc(C(F)(F)F)cc2)Sc2ccc(C(=O)N3CCN(c4ccccn4)CC3)cc21 = 0
MEX-5 binding with COc1ccc(N2CC(O)=C(c3nc(-c4ccc(F)cc4)cs3)C2=N)cc1 = 0.1
Fam108B inh with COc1cc(NS(=O)(=O)c2ccc(NC(=O)CN3C(=O)c4ccccc4C3=O)cc2)ncn1 = -1

The list is partial (hit frequency here may not be typical).
